Source: PubChem BioAssay (NCI)
Growth percent in the NCI-60 one-dose screen (48 h, 10 µM unless noted): 100 = growth as untreated, 0 = no growth, -100 = all killed.
OVCAR-3 – OVCAR-3 ovarian cancer; 79,000 compounds, 7% hits; AID 1794787
OVCAR-5 – OVCAR-5 ovarian cancer; 82,000 compounds, 2.9% hits; AID 1794783
OVCAR-4 – OVCAR-4 ovarian cancer cells | 80,000 compounds, 3.7% hits
OVCAR-8 – OVCAR-8 ovarian cancer; AID 1794782; 81,000 compounds, 4.4% hits
DU-145 – DU-145 prostate cancer; 81,000 compounds, 4.2% hits; AID 1794760
U251 – U251 CNS tumor cells. 80,000 compounds, 5.4% hits. AID 1794753
SF-295 – SF-295 CNS cancer cells; 79,000 compounds, 5.6% hits
PC-3 – PC-3 prostate cancer cells; 80,000 compounds, 3.9% hits
SK-OV-3 – SK-OV-3 ovarian cancer cells; 80,000 compounds, 3.2% hits; AID 1794785
Numbers without * were called inactive; · = no result given. How the source made its calls: active means growth percent below 10; inactive means the rest. An unsorted share of the library; 11% or so of the library scored in one or more.

SMILES	OVCAR-3	OVCAR-5	OVCAR-4	OVCAR-8	DU-145	U251	SF-295	PC-3	SK-OV-3
CCOC(=O)c1csc(NC(=O)c2ccc(NCCc3ccccc3)c([N+](=O)[O-])c2)n1	84	91	62	70	77	71	40	73	71
COC(=O)c1c(C(=O)OC)c2ccc3c4ccccc4ccc3n2c1C(=O)C(C)Br (stereo not given)	17	76	41	16	72	24	78	47	82
CC(C)Nc1ccc(Nc2ccc(NC(C)C)cc2)cc1	32	96	50	52	63	17	68	39	53
O=C1CC2CC=CCN2C=C1NC(=O)c1ccc2ccccc2c1 (stereo not given)	106	102	103	101	102	92	93	90	88
Cn1cc(-c2nn3cc(-c4nccs4)nc3s2)c2cc(Cl)ccc21	·	111	103	99	103	105	103	93	96
O=c1/c(=C/c2ccc([N+](=O)[O-])cc2)sc2nc3ccccc3n12	120	100	112	108	110	109	104	108	111
O=C(O)c1c[nH]c(=O)cc1O	110	100	106	99	108	97	101	83	94
CSc1ccccc1NC(=O)CN(C)Cc1c(O)ccc2cc(Br)ccc12	137	98	110	88	107	100	216	98	97
CC(C)NCCOC(=O)c1ccccc1	111	115	96	93	116	97	113	105	101
COc1ccc(-c2csc(NC(=O)COC(=O)/C=C/c3ccco3)n2)cc1	111	96	110	96	110	103	106	86	92
Nc1nnc(CSc2nnc3sc4ccccc4n23)s1	107	109	119	100	112	107	107	93	99
Oc1ccccc1N=Cc1cc(-c2ccccc2)nn1-c1ccccc1	117	91	104	95	125	102	110	89	104
OC(COc1ccccc1Cl)CN1CCN(c2ccccc2)CC1 (stereo not given)	102	102	114	102	116	103	101	91	112
O=C(/C=C(O)/C=C/c1ccc(OCc2ccccc2)c(OCc2ccccc2)c1)/C=C/c1ccc(OCc2ccccc2)c(OCc2ccccc2)c1	116	90	113	103	111	105	99	99	105
Cc1nn(-c2ccccc2)c2nc3c(nc12)C1=NCCN1C(c1ccc(Cl)cc1)N3 (stereo not given)	95	91	80	88	90	·	95	55	104

Record cards (already shown). Values in the order: OVCAR-3, OVCAR-5, OVCAR-4, OVCAR-8, DU-145, U251, SF-295, PC-3, SK-OV-3
Shown for `CCOC(=O)c1csc(NC(=O)c2ccc(NCCc3ccccc3)c([N+](=O)[O-])c2)n1` → 84, 91, 62, 70, 77, 71, 40, 73, 71
Shown for `O=c1/c(=C/c2ccc([N+](=O)[O-])cc2)sc2nc3ccccc3n12` → 120, 100, 112, 108, 110, 109, 104, 108, 111

Further records follow:
SMILES	OVCAR-3	OVCAR-5	OVCAR-4	OVCAR-8	DU-145	U251	SF-295	PC-3	SK-OV-3
O=c1c2ccccc2nc(-c2ccccc2)n1-c1ccc(S(=O)(=O)Nc2ccccn2)cc1	121	99	100	109	110	111	107	104	115
NS(=O)(=O)c1ccc(Nc2nccc(Nc3ccc4[nH]ncc4c3)n2)cc1	110	110	112	82	106	81	98	75	104
CCn1c2ccc(/C=N/OCCCN(C)C)cc2c2cc(/C=N/OCCCN(C)C)ccc21	·	31	53	-5.7*	17	-31*	-66*	32	109
O=C(O)c1ccc(-n2cc(/C=N/Nc3c(F)c(F)cc(F)c3F)c(-c3ccc(I)cc3)n2)cc1	70	73	79	82	66	74	32	58	79
CN(C(=O)N(C)c1ccccc1)c1ccccc1	121	98	·	103	112	97	·	96	103
O=[N+]([O-])c1ccc(N/N=C(/C(=N/Nc2ccc([N+](=O)[O-])cc2)c2ccccc2)c2ccccc2)cc1	120	82	116	60	9.7*	53	69	82	86
COc1cc(-c2noc(-c3ccc(N)cc3)n2)cc(OC)c1OC	99	96	97	100	93	95	96	71	116
OC12CCCCC1Oc1ccc3ccccc3c12 (stereo not given)	104	106	106	100	111	·	97	96	96
Brc1ccc(N/N=C/c2c[nH]c3ccc(Br)cc23)nc1	-2.4*	-26*	20	3.5*	16	-64*	-78*	-30*	-13*
COc1ccc(C(=O)/C=C/c2c(C)nn(-c3ccccc3)c2N2CCOCC2)cc1	87	103	70	69	92	85	90	72	80
COc1cc(CC(=O)OC(=O)Cc2cc(OC)c(OC)c(OC)c2)cc(OC)c1OC	110	97	106	109	110	103	106	82	104
C=C(C)[C@@H]1CC[C@]2(c3nnc(-c4ccncc4)o3)CC[C@]3(C)[C@H](CC[C@@H]4[C@@]5(C)CCC(=O)NC(C)(C)[C@@H]5CC[C@]43C)[C@@H]12	45	112	90	93	108	96	99	70	100
Cc1ccc2nc(NC(=O)CSc3nc(-c4ccncc4)c(C#N)c(=O)[nH]3)sc2c1	101	103	111	101	107	103	100	101	98
COc1ccc(/C=N/N=C(\C)c2ccc3c(c2)Nc2ccccc2S3)cc1O	73	71	42	63	63	65	45	45	87
COc1cccc(NC(=O)c2sc3nc4c(cc3c2N)CCCC4)c1	·	39	72	26	13	20	35	19	29
Cc1cccc(CC2S/C(=N/c3ccccn3)NC2=O)c1 (stereo not given)	112	102	101	97	105	90	96	95	102
Cc1nc2c(cnn2-c2ccccc2)c(=O)n1-c1ccc(NC(=O)c2ccco2)cc1	105	94	79	92	97	93	85	85	114
CC(C)S(=O)(=O)C(c1ccccc1)c1ccccc1	100	98	106	108	108	101	101	107	103
CCOC(=O)c1sc2nc(-c3ccncc3)nc(N3CCOCC3)c2c1C	104	88	100	97	90	89	98	·	106
Cc1nn(-c2ccccc2)c(-n2ccnc2)c1/C=N/Nc1nc(-c2ccc([N+](=O)[O-])cc2)cs1	87	105	62	85	80	76	84	74	102
COc1cc(C2CC(c3cc(OC)c(OC)c(OC)c3)=NN2)ccc1Oc1nc2c(c(=O)n(C)c(=O)n2C)n1C (stereo not given)	99	98	85	61	88	68	80	79	101
CC(C)(C)CC(C)(C)c1ccc(O)cc1O	105	102	91	99	102	28	98	87	96
C=C(C)COC(=O)Nc1ccccc1	119	109	127	121	115	109	111	115	120
CC(O)C(O)C(O)C(O)C(O)C(=O)NNc1ccccc1 (stereo not given)	99	85	97	96	96	98	86	86	100
O=C(Nc1ncccc1OCc1ccccc1)Nc1cccc2ccccc12	100	88	90	107	91	105	92	76	97
CNc1ncnc2c1cnn2-c1ccccc1	101	120	98	103	103	100	97	95	112
N#C/C(=C/c1ccc(Cl)cc1)c1nnc(NC(=O)c2ccc(-n3c(=O)[nH]c4ccccc4c3=O)cc2)s1	85	84	75	46	85	27	96	76	85
CCOC(=O)[C@]1(Br)CC[C@@]1(Br)C(=O)OCC	133	104	101	96	120	98	108	97	112
C=CCc1ccc(OC(=O)[C@@H](C)c2ccc3cc(OC)ccc3c2)c(OC)c1	106	106	98	106	102	104	101	98	·
Clc1cc2c(cc1OCCBr)OCO2	96	100	114	102	109	101	100	88	104
S=c1n(CN2CCOCC2)nc(-c2cc(-c3ccccc3)nc3ccccc23)n1-c1ccccc1	103	104	105	103	110	98	101	98	122
O=[N+]([O-])c1ccc(C=Nc2ccccc2)cc1	124	107	124	96	122	111	111	112	102
Cc1cc(C)c2sc(NC(=O)c3ccccc3)nc2c1	98	83	73	89	88	82	63	67	87
Cc1cccc(N=NN(C)C)c1	106	104	103	103	111	101	102	95	102
CN(C)CCCOc1ccc(OCCCN(C)C)c2c1C(=O)c1ccccc1C2=O	3.4*	8.9*	2.2*	7.1*	4.8*	5.3*	14	11	14
O=C(N/N=C/c1ccc(Cl)cc1Cl)c1ccc(Br)o1	115	107	106	35	101	97	110	106	111
O=C(N/N=C(/C(=N/NC(=O)c1ccccc1)c1ccccc1)c1ccccc1)c1ccccc1	83	90	87	91	136	97	99	85	167
c1ccc(COc2ccc(Nc3ncnc4c3sc3ncccc34)cc2)cc1	103	108	97	97	93	99	103	90	101
CCOC(=O)CCN1CCN(c2ccccc2C)CC1	112	108	106	100	111	100	107	91	111
CCCCOc1ccc(Br)cc1	108	107	108	96	116	105	111	84	96
O=[N+]([O-])c1ccc(Br)cc1	115	91	109	100	112	103	115	92	94
O=C(C1=CN(Cc2ccccc2)CCS1)N(Cc1ccccc1)c1ccccc1	100	106	83	97	104	104	90	90	94
COc1cc(C(=O)Nc2ccc(S(=O)(=O)Nc3nc(C)cc(C)n3)cc2)cc(OC)c1OC	108	94	101	111	109	89	79	90	106
COc1c(OC)c(OC)c2c(=O)cc(-c3ccc4c(c3)OCO4)oc2c1OC	119	112	104	102	115	109	116	75	106
CCCCCCCCC(=O)N1CCOCC1	112	95	109	114	124	105	114	97	110
N#CCC1CCCCCC1	106	96	101	101	107	99	103	122	103
O=C(/C=C/c1c(-c2ccc(F)cc2)nc2sccn12)c1ccc(F)cc1	105	92	103	95	115	87	109	70	88
COc1ccc(-c2cc(C(=O)Nc3nc4ccc(Cl)cc4s3)nc3cc(-c4ccccc4)nn23)cc1OC	116	101	96	104	110	112	·	93	108
O=C(NO)c1ccc(-n2nc(-c3ccccc3)c3ccccc32)cc1	1.0*	64	19	33	38	34	81	47	59
COc1ccc(N=S=O)cc1	121	95	101	114	113	103	120	87	109
O=c1oc2ccccc2cc1-c1ccnc2[nH]c(=S)[nH]c(=O)c12	106	111	86	97	115	109	103	92	90
O=C1C(Nc2ccc(S(=O)(=O)Nc3nccs3)cc2)=C(I)C(=O)c2ncccc21	96	109	102	96	109	110	105	96	93
CCOC(=O)c1c2c(c(C)n1C)-c1[nH]c(=O)ncc1CC2	97	89	101	106	109	108	107	·	93
COc1cc(/C=C2/C(=O)Nc3cc(Cl)ccc32)ccc1O	·	107	75	87	101	67	84	78	98
CC1(C)CC[C@]23CC[C@]4(C)[C@H](CC[C@@H]5[C@@]6(C)Cc7cn[nH]c7C(C)(C)[C@@H]6CC[C@]54C)[C@H]2[C@H]1OC3=O	104	101	89	104	109	86	106	88	106
CC(=O)C(=O)Nc1ccccc1	121	112	113	103	118	105	100	114	116

Some of the entries so far, with two lines to a compound:
Results follow in this order: OVCAR-3 | OVCAR-5 | OVCAR-4 | OVCAR-8 | DU-145 | U251 | SF-295 | PC-3 | SK-OV-3
> CCOC(=O)c1csc(NC(=O)c2ccc(NCCc3ccccc3)c([N+](=O)[O-])c2)n1
  84 | 91 | 62 | 70 | 77 | 71 | 40 | 73 | 71
> COC(=O)c1c(C(=O)OC)c2ccc3c4ccccc4ccc3n2c1C(=O)C(C)Br (stereo not given)
  17 | 76 | 41 | 16 | 72 | 24 | 78 | 47 | 82
> CC(C)Nc1ccc(Nc2ccc(NC(C)C)cc2)cc1
  32 | 96 | 50 | 52 | 63 | 17 | 68 | 39 | 53
> O=C1CC2CC=CCN2C=C1NC(=O)c1ccc2ccccc2c1 (stereo not given)
  106 | 102 | 103 | 101 | 102 | 92 | 93 | 90 | 88
> Cn1cc(-c2nn3cc(-c4nccs4)nc3s2)c2cc(Cl)ccc21
  · | 111 | 103 | 99 | 103 | 105 | 103 | 93 | 96
> O=c1/c(=C/c2ccc([N+](=O)[O-])cc2)sc2nc3ccccc3n12
  120 | 100 | 112 | 108 | 110 | 109 | 104 | 108 | 111
> O=C(O)c1c[nH]c(=O)cc1O
  110 | 100 | 106 | 99 | 108 | 97 | 101 | 83 | 94
> CSc1ccccc1NC(=O)CN(C)Cc1c(O)ccc2cc(Br)ccc12
  137 | 98 | 110 | 88 | 107 | 100 | 216 | 98 | 97
> CC(C)NCCOC(=O)c1ccccc1
  111 | 115 | 96 | 93 | 116 | 97 | 113 | 105 | 101
> COc1ccc(-c2csc(NC(=O)COC(=O)/C=C/c3ccco3)n2)cc1
  111 | 96 | 110 | 96 | 110 | 103 | 106 | 86 | 92
> Nc1nnc(CSc2nnc3sc4ccccc4n23)s1
  107 | 109 | 119 | 100 | 112 | 107 | 107 | 93 | 99
> Oc1ccccc1N=Cc1cc(-c2ccccc2)nn1-c1ccccc1
  117 | 91 | 104 | 95 | 125 | 102 | 110 | 89 | 104
> OC(COc1ccccc1Cl)CN1CCN(c2ccccc2)CC1 (stereo not given)
  102 | 102 | 114 | 102 | 116 | 103 | 101 | 91 | 112
> O=C(/C=C(O)/C=C/c1ccc(OCc2ccccc2)c(OCc2ccccc2)c1)/C=C/c1ccc(OCc2ccccc2)c(OCc2ccccc2)c1
  116 | 90 | 113 | 103 | 111 | 105 | 99 | 99 | 105
> Cc1nn(-c2ccccc2)c2nc3c(nc12)C1=NCCN1C(c1ccc(Cl)cc1)N3 (stereo not given)
  95 | 91 | 80 | 88 | 90 | · | 95 | 55 | 104
> O=c1c2ccccc2nc(-c2ccccc2)n1-c1ccc(S(=O)(=O)Nc2ccccn2)cc1
  121 | 99 | 100 | 109 | 110 | 111 | 107 | 104 | 115
